Screening results from PubChem BioAssay.
KCNK3 block = human KCNK3 channel inhibition, primary screen | O14649 | CHO-KCNK3 thallium flux, FluxOR fluorescence; stronger effect = lower value | B-score at 10 µM | hit rate 0.84% among 340,000 | AID 602410;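 active means B-score under library mean minus 4 SD, starting fluorescence ratio at most library mean plus 5 SD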;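 further: more negative B-score means stronger inhibition of thallium flux through KCNK3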
Target sequence (O14649 whole entry, looked up): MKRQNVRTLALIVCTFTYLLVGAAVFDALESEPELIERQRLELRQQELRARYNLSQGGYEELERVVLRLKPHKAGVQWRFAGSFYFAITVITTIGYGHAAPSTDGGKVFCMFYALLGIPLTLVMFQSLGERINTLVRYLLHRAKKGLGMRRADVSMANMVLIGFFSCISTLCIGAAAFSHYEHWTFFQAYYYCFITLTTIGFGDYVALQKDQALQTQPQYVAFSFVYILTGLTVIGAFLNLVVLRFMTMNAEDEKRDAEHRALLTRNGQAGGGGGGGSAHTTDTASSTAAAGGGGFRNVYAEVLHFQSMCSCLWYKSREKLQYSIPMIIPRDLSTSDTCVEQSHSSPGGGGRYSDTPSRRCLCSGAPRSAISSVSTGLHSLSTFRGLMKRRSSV
Dyrk1A ADPGlo = blocks rat Dyrk1A kinase activity; Q63470; ADP-Glo luminescence, NFATc1 peptide; inhibition, % at 12.5 µM; hit rate 0.43% among 310,000; AID 504441; in the data active means inhibition above about 50%;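 further: plate controls were vehicle with enzyme for no effect and no enzyme for full effect; many of its hits are not listed in these tables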
Starred values were filed as active, the others as inactive; i = inactive. This is a subset, so the mix of outcomes need not match the whole.

SMILES	KCNK3 block	Dyrk1A ADPGlo
C[C@H](CO)N1C[C@H](C)[C@@H](CN(C)S(=O)(=O)c2ccccc2)Oc2ccc(NC(=O)c3ccncc3)cc2C1=O	i	0
COC(=O)c1nc(NC(=O)c2ccccc2Br)n[nH]1	i	1
COc1ccc(C2=CCN3CCCCC3C2)c(-c2ccc(OC)c(OC)c2)c1 (stereo not drawn)	i	9
C=CC[C@@H](CC(=O)N[C@H](CO)Cc1ccccc1)C(=O)N[C@@H](C)COC(=O)[C@@H](CC=C)CC(=O)OC(C)(C)C	i	2
CCC(C)c1ccccc1N1CC(C(=O)N2CCN(C(=O)c3ccco3)CC2)CC1=O (stereo not drawn)	i	3
O=C1[C@H](Cc2ccccc2)NCC=CC[C@H](c2ccco2)N1Cc1ccccc1	i	4
O=C1c2ccccc2NC(c2ccc(-c3ccc(F)cc3)o2)N1O (stereo not drawn)	i	1
CCc1ccc(Nc2nnc(SC(C)C(=O)NC3CC3)s2)cc1 (stereo not drawn)	i	-1
COc1ccc(N2CCN(C(=O)c3ccc(Cl)c(S(=O)(=O)N4CCOCC4)c3)CC2)cc1	i	-4
C=CCn1c(SCC(=O)N(CC)c2c(N)n(Cc3ccccc3)c(=O)[nH]c2=O)nnc1-c1ccccc1OC	i	0
CC1CN(S(=O)(=O)c2cc(C(=O)N3CCCCC3C)ccc2Cl)CC(C)O1 (stereo not drawn)	i	-1
NC(=O)C1(Nc2ccc([N+](=O)[O-])cc2)CCCC1	i	4
CC1CCCCC1NC(=O)CN1C(=O)NC(C)(c2cccc(Br)c2)C1=O (stereo not drawn)	i	4
CCN(C[C@H]1N[C@@](C)(C(=O)OC)[C@H]2C(=O)N(C)C(=O)[C@@H]12)C(=O)Nc1ccccc1	i	-2
O=C(CN1CCCC1c1cccs1)N1CCN(S(=O)(=O)c2ccccc2)CC1 (stereo not drawn)	i	0
CN(Cc1ccccc1)S(=O)(=O)c1ccc(Cl)c(C(=O)N2CCC(C(N)=O)CC2)c1	i	-2
CCOc1ccc(CN(C)Cc2cc(=O)oc3c(C)c(C)ccc23)cc1OC	i	-5
CCOC(=O)N1CCN(S(=O)(=O)c2ccc(C)c(C)c2C)CC1	i	3
Cc1ccccc1C(C)NS(=O)(=O)c1ccc2c(c1)OCCO2 (stereo not drawn)	i	-3
CC(C)(C)C(=O)NCc1ccc(C(=O)CN2C(=O)NC3(CCCC3)C2=O)s1	i	2
Cc1cn([C@H]2C[C@H](O)[C@@H](COS(=O)(=O)O)O2)c(=O)[nH]c1=O	i	11
Cc1csc(=O)n1CC(=O)OCC(=O)Nc1ccc(C(N)=O)cc1	i	-2
CC1CCCCC1NCC(=O)Nc1ccccc1C(=O)Nc1ccccc1 (stereo not drawn)	i	1
CCN(CC(=O)Nc1ccccc1OC)C(=O)CN1C(=O)NC(C)(c2ccccc2)C1=O (stereo not drawn)	i	-4
CN1CCC(N(C)C(=O)c2cccc(S(=O)(=O)N3CCc4ccccc43)c2)CC1	i	-1

Structures shown so far with a furan ring, fused or not:
SMILES	KCNK3 block	Dyrk1A ADPGlo
CCC(C)c1ccccc1N1CC(C(=O)N2CCN(C(=O)c3ccco3)CC2)CC1=O (stereo not drawn)	i	3
O=C1[C@H](Cc2ccccc2)NCC=CC[C@H](c2ccco2)N1Cc1ccccc1	i	4
O=C1c2ccccc2NC(c2ccc(-c3ccc(F)cc3)o2)N1O (stereo not drawn)	i	1

Quoted from the entries so far for reference:
SMILES	KCNK3 block	Dyrk1A ADPGlo
C[C@H](CO)N1C[C@H](C)[C@@H](CN(C)S(=O)(=O)c2ccccc2)Oc2ccc(NC(=O)c3ccncc3)cc2C1=O	i	0
COC(=O)c1nc(NC(=O)c2ccccc2Br)n[nH]1	i	1
COc1ccc(C2=CCN3CCCCC3C2)c(-c2ccc(OC)c(OC)c2)c1 (stereo not drawn)	i	9
C=CC[C@@H](CC(=O)N[C@H](CO)Cc1ccccc1)C(=O)N[C@@H](C)COC(=O)[C@@H](CC=C)CC(=O)OC(C)(C)C	i	2

More results
SMILES	KCNK3 block	Dyrk1A ADPGlo
COc1ccc(S(=O)(=O)N(C)C[C@H]2Oc3ccc(NC(=O)Nc4ccc5c(c4)OCO5)cc3C(=O)N([C@H](C)CO)C[C@@H]2C)cc1	i	6
CSc1ncnc2ncn(C)c12	i	11
N#Cc1ccccc1NC(=O)COC(=O)c1cccs1	i	4
O=C1CCC(C(=O)N(c2ccccc2)C2(C(=O)NC3CCCCC3)CCCCC2)N1 (stereo not drawn)	i	-5
N#Cc1ccc(OCC(=O)Nc2nc(-c3ccncc3)cs2)cc1	i	8
CC(C)(O)CN(C(=O)C(c1ccccc1)c1ccccc1)C1CCCCC1	i	-1
COc1ccc(S(=O)(=O)N(C)C[C@H]2Oc3ccc(NS(=O)(=O)c4c(C)noc4C)cc3C(=O)N([C@H](C)CO)C[C@@H]2C)cc1	i	-15
COCCCn1c(SCC(=O)NC2CCS(=O)(=O)C2)nnc1-c1ccc(Cl)cc1 (stereo not drawn)	i	10
CCOC(=O)C1(C(=O)OCC)NC(=O)CC1CC(C)C (stereo not drawn)	i	-6
O=C(NCc1cccs1)c1cc(S(=O)(=O)N2CCOCC2)ccc1N1CCCC1	i	7
O=C(Nc1cccc(S(=O)(=O)N2CCCC2)c1)c1ccco1	i	0
Cc1ccc(C(=O)C(C)OC(=O)C2CCN(c3ccc(C(F)(F)F)cn3)CC2)cc1 (stereo not drawn)	i	0
COc1cc(NC(=O)c2ccc(OCc3c(C)noc3C)c(OC)c2)cc(OC)c1	i	-5
CCN1C=C(C(=O)c2ccccc2)C(=O)CC1	i	0
Cc1ccc(C(=O)N2CCN(S(=O)(=O)c3sc(C(=O)O)c(C)c3C(=O)O)CC2)s1	i	-6
CN(C(=O)COC(=O)c1cccc(S(=O)(=O)N(C)c2ccccc2)c1)C1CCCCC1	i	2
O=C(O)c1cccc2c1C(=O)c1ccc(-c3ccc(Cl)c(C(F)(F)F)c3)cc1S2(=O)=O	i	-11
COC(C(=O)C(O)C(C)O)C1Cc2cc3cc(OC4CC(OC5CC(O)C(O)C(C)O5)C(O)C(C)O4)c(C)c(O)c3c(O)c2C(=O)C1OC1CC(OC2CC(OC3CC(O)C(OC)C(C)O3)C(O)C(C)O2)C(O)C(C)O1 (stereo not drawn)	i	-2
CC(=O)OC1(C(C)=O)CCC2C3CC(Cl)C4=CC(=O)CCC4(C)C3CCC21C (stereo not drawn)	i	9
COc1cccc(NC(=O)/C=C/c2ccc(S(=O)(=O)N3CCOCC3)cc2)c1	i	22
O=c1cc(SCc2ccc(Cl)cc2Cl)nc[nH]1	i	9
O=C(OCCOc1ccccc1Cl)c1cc(S(=O)(=O)N2CCCCC2)ccc1N1CCOCC1	i	-7
NC(=O)c1nc(C(=O)N2CCN(c3ccccc3)CC2)c2ccccc2n1	i	25
CC(C)(C)OC(=O)C[C@H]1C/C=C\C[C@@H](CC(=O)N[C@@H](CO)Cc2ccccc2)C(=O)NC[C@H](c2ccccc2)OC1=O	i	-2
CC(CCCCCCCCC(=O)O)N(CCO)C(=O)OC(C)(C)C (stereo not drawn)	i	6

Some of the entries above in another layout:
Molecule | KCNK3 block | Dyrk1A ADPGlo
COc1cc(NC(=O)c2ccc(OCc3c(C)noc3C)c(OC)c2)cc(OC)c1 | i | -5
CCN1C=C(C(=O)c2ccccc2)C(=O)CC1 | i | 0

The results go on.
SMILES	KCNK3 block	Dyrk1A ADPGlo
CCN1CCN(C(=O)C2CCN(C(=O)Nc3ccccc3)CC2)CC1	i	3
COC(=O)c1ccc(CNC(=O)c2ccc3c(c2)S(=O)(=O)N=C2CCCCCN23)cc1	i	-3
CCN(CC)S(=O)(=O)c1ccc(Cl)c(C(=O)N2CCc3ccccc32)c1	i	-1
COc1ccccc1NS(=O)(=O)c1ccc(C)c(C(=O)Nc2cc(C)on2)c1	i	-3
Cc1cccc(CCN2CCN=C2Nc2ccccc2)c1	i	7
CCCc1cc(NC(=O)COC(=O)c2nccnc2N)n(-c2ccccc2)n1	i	-4
CCOc1ccc(S(=O)(=O)N2CCN(CN3C(=O)CC4(CCCC4)C3=O)CC2)cc1	i	-1
CC1(c2ccccc2Cl)NC(=O)N(CC(=O)N2CCc3ccccc3C2)C1=O (stereo not drawn)	i	-4
CN(C)P(=O)(Nc1cccc2ccccc12)Nc1cccc2ccccc12	i	-1
Cc1cn([C@H]2C[C@H](O)[C@@H](CCC(=O)NCc3ccco3)O2)c(=O)[nH]c1=O	i	0
Cc1csc(NC(=O)CCc2c(C)nc3cc(-c4ccc(Cl)cc4)nn3c2C)n1	i	9
CC(C)(C)OC(=O)NCc1ccc(NC(=O)c2nc[nH]c2C(=O)NCCCCNC(=O)c2[nH]cnc2C(=O)Nc2ccc(CNC(=O)OC(C)(C)C)cc2)cc1	i	-1
COc1cccc(-n2c(Cc3cc(=O)[nH]c(=O)[nH]3)nnc2SCC(=O)Nc2ccccc2)c1	i	-2
COc1ccccc1NS(=O)(=O)c1ccc(C)c(C(=O)N2CCCC2)c1	i	0
COc1cc(OC)cc(-c2c(-c3cccs3)c3cc(-c4cc(OC)c(OC)c(OC)c4)ccc3n2C)c1	i	3
N#CCc1c[nH]c2ccc([N+](=O)[O-])cc12	i	20
O=C(O)C1=C(C2CCCCC2)C(=O)c2ccccc21	i	-6
O=C(COC(=O)c1cccc(Cl)c1)NC1CCS(=O)(=O)C1 (stereo not drawn)	i	7
C=CCn1c(SCC(=O)Nc2ccc(O)cc2)nc2sc(C)c(C)c2c1=O	i	5
CC(C)c1ccc(NC(=O)CCCN2C(=O)NC(C)(C)C2=O)cc1	i	1
COc1ccccc1CN(C)C(=O)COC(=O)c1c(C)noc1C	i	0
CN(C)CC1CCC/C(=C/c2ccc(Cl)cc2)C1=O (stereo not drawn)	i	0
CC(NCC(=O)Nc1ccccc1C(=O)NC1CC1)c1cccc(Cl)c1 (stereo not drawn)	i	-1
Cc1cccc(C(=O)OCC(=O)NC(C)C2CC3CCC2C3)c1O (stereo not drawn)	i	1
CC(C)(C)c1ccc(C(=O)CCC(=O)NCc2ccccc2)cc1	i	1
SMILES	KCNK3 block	Dyrk1A ADPGlo
O=C(NC(=S)NCc1ccco1)c1ccc([N+](=O)[O-])cc1	i	-1
COc1cc(C(=O)NNC(=O)c2n[nH]c3ccccc23)cc(OC)c1OC	i	16
O=C(O)c1ccc(NC(=S)Nc2ccc(S(=O)(=O)Nc3ccccn3)cc2)cc1	i	-5
Cc1cc(NC(=O)CSc2nc3cc(Cl)ccc3c(=O)n2C(C)C)no1	i	-3
Cc1ccc(S(=O)(=O)N2CCOCC2)cc1NC(=O)COC(=O)c1ccc(Br)o1	i	0
O=C1NC(=S)NC1=Cc1ccccc1O	i	17
Cc1ccc(S(=O)(=O)CCC(=O)OC(C)C(=O)Nc2ccc(N3CCOCC3)cc2)cc1 (stereo not drawn)	i	0
COc1ccc2c(c1)C[C@]1(C)c3ccccc3C(=O)N(Cc3ccccc3)[C@H]21	i	-3
O=C1OC(c2ccc(O)cc2)(c2ccccc2O)c2ccccc21 (stereo not drawn)	i	26
O=C(c1ccc(N2CCOCC2)c([N+](=O)[O-])c1)N1CCN(c2ccccc2)CC1	i	-9
O=C(c1ccco1)N1CCN(C(=O)c2ccccc2OCc2ccccc2)CC1	i	-6
Cc1cccc2sc(N(CCCN(C)C)C(=O)c3sc4ccccc4c3Cl)nc12	i	-5
CCN1CCN(CC(=O)Nc2cc(S(=O)(=O)N3CCCCC3)ccc2Cl)CC1	i	-1
O=Cc1ccc(-c2ccc([N+](=O)[O-])cc2Cl)o1	i	-1
C[C@@H](C(=O)OCC(=O)c1ccccc1)N1C(=O)C2CCCCC2C1=O (stereo partly drawn)	i	5
COc1ccc(-c2sc3ccc(OC)cc3c2-c2ccc(OC)c(F)c2)cc1	i	3
C=CC[C@H](CC(=O)NCCO)C(=O)N[C@H](COC(=O)[C@@H](CC=C)Cc1ccc(F)cc1)C(C)(C)C	i	6
CCC(=O)c1ccc(OCC(=O)Nc2cccc(S(=O)(=O)N3CCCCCC3)c2)cc1	i	-1
Cc1ccc2c(c1)C(=O)CC(c1ccccc1)S2 (stereo not drawn)	i	-2
O=[N+]([O-])c1ccc2c(c1)C(=NO)c1cc(Cl)c(Cl)cc1-2	i	15
COc1ccc(NC(=O)CC2CC3CCC2C3)cc1S(=O)(=O)N1CCOCC1 (stereo not drawn)	i	4
COc1cc(Cl)c(C)cc1NC(=O)COC(=O)C1CC1C (stereo not drawn)	i	6
COc1ccc(OC)c(NC(=O)CN2C(=O)NC3(CCCc4ccccc43)C2=O)c1 (stereo not drawn)	i	-4
C[C@@H]1CN(S(=O)(=O)C(C)(C)C)[C@H](CCO)/C1=C\c1ccccc1	i	-1
O=C(N[C@@H]1C/C=C\C[C@H](CC(=O)N(CCO)Cc2ccccc2)C(=O)NC[C@@H](c2ccccc2)OC1=O)OCC1c2ccccc2-c2ccccc21	i	3
SMILES	KCNK3 block	Dyrk1A ADPGlo
Nc1cccc2[nH]c(=O)c3ccccc3c12	i	11
CC1(c2ccccc2)NC(=O)N(CC(=O)NCC2CCCO2)C1=O (stereo not drawn)	i	1
C[C@H](CO)N1C[C@H](C)[C@@H](CN(C)S(C)(=O)=O)Oc2c(NC(=O)Cc3ccccc3)cccc2C1=O	i	2
CC[C@@]1(C(=O)OC)N[C@H](CN(C)S(=O)(=O)c2ccc(C(F)(F)F)cc2)[C@@H]2C(=O)N(C)C(=O)[C@@H]21	i	-2
Cc1ccc(N2CC(C(=O)OCC(=O)Nc3cccc(Cl)c3C)CC2=O)cc1 (stereo not drawn)	i	1
Cc1ccsc1CNCc1cc(Cl)ccc1O	i	13
O=c1[nH]c(=O)c2[nH]c(=O)n(-c3ccccc3)c2[nH]1	i	-5
